Assay outcomes deposited in PubChem BioAssay by NMMLSC.
Bcl-B Bim block: disrupts Bim peptide binding to human Bcl-B | Q9HD36 | bead-based flow cytometry | inhibition, % at 10 µM | hit rate 0.073% among 190,000 | AID 951;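 also: 0% = tracer peptide without compound and 100% = reference inhibitor peptide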
Target sequence (Q9HD36 whole entry, looked up): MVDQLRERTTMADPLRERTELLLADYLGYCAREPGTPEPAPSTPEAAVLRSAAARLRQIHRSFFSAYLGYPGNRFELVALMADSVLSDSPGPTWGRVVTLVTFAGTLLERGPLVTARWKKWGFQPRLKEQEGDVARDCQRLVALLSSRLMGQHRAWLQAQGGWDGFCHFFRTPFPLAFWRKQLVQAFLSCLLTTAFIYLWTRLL
Cdc42 wt: human Cdc42 wildtype GTP binding change, either direction | GST-Cdc42 beads, Bodipy-GTP binding, flow cytometry; actives lie on both sides | percent activity (GTP binding), % at 10 µM | hit rate 0.2% among 190,000 | AID 761;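 active = percent activity GTP binding at least 20 points away from the 100% baseline, either down as inhibitor or up as activator; inconclusive = compound flagged as likely green fluorescent from well-wide comparison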;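 also: median bead fluorescence of bound Bodipy-FL-GTP at 100 nM; 0% = excess unlabeled GTP control and 100% = no compound control; below 100% means less GTP binding so inhibitor and above means activator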
Target sequence (P60953 whole entry, looked up): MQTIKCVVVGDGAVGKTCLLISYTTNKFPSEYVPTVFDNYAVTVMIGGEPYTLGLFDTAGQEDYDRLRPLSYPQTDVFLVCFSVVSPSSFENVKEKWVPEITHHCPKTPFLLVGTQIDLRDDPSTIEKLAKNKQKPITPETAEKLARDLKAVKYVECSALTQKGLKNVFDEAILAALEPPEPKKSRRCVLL
HRas wt GTP: human HRas wildtype GTP binding, change in either direction; P01112; GST-Ras wt beads, Bodipy-FL-GTP binding, flow cytometry; actives lie on both sides; GTP binding activity, % at 10 µM; hit rate 0.14% among 190,000; AID 759;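 active = GTP binding activity at least 20% away from the 100% baseline, either lowered as inhibitor or raised as activator; inconclusive = flagged as likely green fluorescent, judged across all proteins in the well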;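 also: 0% = unlabeled GTP competition control and 100% = no-compound control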
Bim-Bcl-W: human Bim-Bcl-W interaction inhibition | AID 952 | Q92843 | hit rate 0.02% among 190,000 | inhibition, % at 10 µM | bead-based flow cytometry, Bim peptide-Bcl-W binding;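 also: 0% = bound tracer without compound and 100% = peptide blocker; higher means less fluorescent Bim peptide bound to Bcl-W beads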
Rac1 wt modul: alters GTP binding to wildtype human Rac1; P63000; AID 757; GST-Rac1 beads, fluorescent GTP binding, flow cytometry; actives lie on both sides; 0 = cold GTP competed, 100 = untreated; GTP binding activity (% of control), % at 10 µM; hit rate 0.27% among 190,000;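 active = GTP binding activity at least 20 points away from the 100% control level, either lower or higher; inconclusive = compound flagged as likely green fluorescent, judged across all proteins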
Bfl-1 Bim block: human Bim-Bfl-1 interaction inhibition; Q16548; Bead-based flow cytometry, Bim-Bfl-1 binding inhibition; inhibition, % at 10 µM; hit rate 0.12% among 190,000; AID 1008;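 also: 0% = wells without compound plus tracer and 100% = blocker peptide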
Rab7 wt modul: dog Rab7 wildtype GTP binding, inhibitors and activators. GTP binding activity (percent of control), % at 10 µM. AID 758. GST-Rab7 beads, fluorescent GTP binding, flow cytometry; actives lie on both sides; untreated = 100%, excess cold GTP = 0%. hit rate 0.055% among 190,000;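 active = fluorescent GTP binding to Rab7 beads changed by at least 20 points from the 100% baseline, either direction, mostly lower; inconclusive = compound itself probably fluorescent, or too few beads counted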;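 also: median green fluorescence of bound Bodipy-FL-GTP per Rab7 bead population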
Bim-Bcl-XL: disrupts Bim peptide binding to human Bcl-XL | bead flow cytometry, fluorescence | inhibition, % at 10 µM | hit rate 0.04% among 190,000 | AID 1007
Target sequence (Q07817 whole entry, looked up): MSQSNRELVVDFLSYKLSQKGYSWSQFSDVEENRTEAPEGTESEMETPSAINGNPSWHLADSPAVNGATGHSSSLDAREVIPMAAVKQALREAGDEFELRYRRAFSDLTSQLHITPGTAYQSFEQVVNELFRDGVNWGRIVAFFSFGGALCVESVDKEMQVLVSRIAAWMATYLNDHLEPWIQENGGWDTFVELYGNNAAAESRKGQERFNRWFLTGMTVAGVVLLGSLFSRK
Rab2A wt mod: changes GTP binding to wildtype dog Rab2A, up or down; P61105; AID 760; hit rate 0.19% among 190,000; GTP binding activity, % at 10 µM; GST-Rab2 wt beads, Bodipy-GTP binding, flow cytometry;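 active = GTP binding activity at least 20 points away from 100%, either lowered or raised; inconclusive = signal likely due to the compound's own green fluorescence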;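 also: 0% = beads with excess unlabeled GTP and 100% = no-compound control corrected for plate trend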
Rac1 mut GTP: alters GTP binding to activated mutant human Rac1; GST-Rac1 activated beads, fluorescent GTP binding, flow cytometry; actives lie on both sides; 100% means binding = to untreated wells; P63000; percent activity (GTP binding), % at 10 µM; hit rate 0.11% among 190,000;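 active = GTP binding at least 20 percentage points away from the 100% baseline, in either direction, so actives lie on both sides; inconclusive = Compound likely fluorescent itself, or too few beads counted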
Bcl-2 Bim block: human Bim-Bcl-2 interaction inhibition; hit rate 0.06% among 190,000; inhibition, % at 10 µM; P10415; AID 950; Bead-based flow cytometry, Bim peptide-Bcl-2 binding; in the data active = inhibition above about 40%; inconclusive = no clear call, values can overlap the other calls;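 also: 0% = no compound wells with probe peptide and 100% = reference peptide inhibitor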
Target sequence (P10415 whole entry, looked up): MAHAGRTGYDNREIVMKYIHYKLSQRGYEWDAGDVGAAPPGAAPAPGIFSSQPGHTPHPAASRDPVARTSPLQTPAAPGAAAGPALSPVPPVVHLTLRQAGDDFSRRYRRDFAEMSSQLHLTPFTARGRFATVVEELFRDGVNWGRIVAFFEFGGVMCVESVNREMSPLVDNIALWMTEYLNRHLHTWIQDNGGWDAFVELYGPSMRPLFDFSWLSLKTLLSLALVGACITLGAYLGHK
Starred values were filed as active, the others as inactive; ? = inconclusive. Rule as the data show it, unless noted: active = inhibition above about 40%.

SMILES	Bcl-B Bim block	Cdc42 wt	HRas wt GTP	Bim-Bcl-W	Rac1 wt modul	Bfl-1 Bim block	Rab7 wt modul	Bim-Bcl-XL	Rab2A wt mod	Rac1 mut GTP	Bcl-2 Bim block
CC1=Nn2c(nnc2-c2ccccn2)SC1	-4	101	102	-4	102	-3	105	-3	105	100	-5
C=CCn1c(=O)c2c(nc3n2CCS3)n(C)c1=O	-5	102	100	-1	103	-14	100	-3	102	100	-8
Cn1cc(CNC(=O)C23CC4CC(CC(C4)C2)C3)cn1	-6	96	102	-2	103	0	105	-2	99	100	3
Cc1ccc(-n2ncc(Br)c(Br)c2=O)cc1	3	96	97	0	97	5	96	0	95	95	4
CC(=O)Nc1ccc(S(=O)(=O)NCc2ccc3c(c2)cc(C)n3C)cc1	-9	105	102	-5	108	-3	101	-8	102	100	-6
Cc1cc(=O)n(C)c(=O)n1CCCCCCOc1ccc([N+](=O)[O-])cc1	-5	104	101	-1	104	-11	99	-3	100	99	-6
COc1ccc2ccccc2c1C1CC(=O)N2CN(Cc3ccco3)CSC2=C1C#N (stereo not given)	-6	101	99	2	101	3	101	0	98	97	-1
ON=C1CCN(c2ncc(C(F)(F)F)cc2Cl)CC1	-2	96	99	0	98	-2	99	2	100	97	0
O=P(OC1CCCCC1)(OC1CCCCC1)C(O)c1c(Cl)cccc1Cl (stereo not given)	-10	103	102	1	106	-16	104	-7	102	102	-9
COc1ccc(C2C(=O)N(C3CCCCCC3)CC(=O)N2Cc2ccccc2)cc1OC (stereo not given)	-3	98	99	0	100	-1	99	-3	98	98	-1
COC(=O)C1=C(C)Nc2ncnn2C1c1ccco1 (stereo not given)	-6	101	103	1	104	-12	104	-1	102	100	-8
O=C1c2ccncc2C(=O)N1C1CCCCC1	-7	98	99	-2	97	-10	96	-10	97	96	-9
O=C(Nc1nc2ccccc2s1)c1cnccn1	-1	99	103	0	102	-6	105	-6	103	99	-4
COc1ccc(CCC(=O)Nc2cc([N+](=O)[O-])ccc2OC)cc1	-5	100	99	-5	102	0	100	-7	99	99	-2
COc1cc(NC(=O)c2cc(-c3cccc(O)c3)on2)cc(OC)c1OC	-9	100	99	0	103	-12	99	0	98	98	-11
CC(=O)c1c(C(C)=O)c(C)n(-c2cccc3cccnc23)c1C	-1	103	103	0	103	-2	104	-4	99	98	-4
Cc1noc(C)c1C(=O)Nc1sc(C)c(C)c1C#N	-8	98	99	1	100	-11	100	-7	99	98	-5
Cc1cccc(Nc2ncccc2C(=O)O)c1C	-4	101	100	2	105	-6	104	0	101	99	-6
O=C(/C=C/c1ccc(S(=O)(=O)NCc2ccco2)cc1)NCc1cccc(Cl)c1	-2	99	99	0	102	1	102	-4	97	98	0
CCNC(=O)CN1C(=O)NC(Cc2ccccc2)(Cc2ccccc2)C1=O	0	97	97	-4	91	4	94	-4	97	93	0
Cn1cnc2c1c(=O)n(Cc1ccccc1)c(=O)n2C	-4	100	101	-1	105	-8	98	-5	98	100	-5
CCCn1nnc(NC(=O)c2cccc(OCc3ccccc3)c2)n1	-2	101	99	-6	100	-1	97	-3	97	98	-4
Cc1c(C(=O)NN)sc(-c2ccccc2)c1C#N	0	101	102	-4	110	-4	100	-4	107	103	-2
N#C/C(=C(/O)COC(=O)COc1ccc(Cl)cc1)c1nc2ccccc2[nH]1	-15	99	101	-6	103	-16	103	-11	103	98	-11
O=C1NC2(CCC3(CC2)OCCO3)NN1c1ccccc1	-4	97	99	-3	97	-10	105	-3	97	97	-2
C1=C(CCNc2ncnc3nc[nH]c23)CCCC1	-10	103	99	0	110	-8	100	-6	102	101	-10
O=C(Nc1ccc(Cl)cn1)c1cnn2cccnc12	-10	102	99	-2	101	-16	97	-18	100	100	-13
CC12CC(NC(=O)N1CCc1ccccc1)c1ccccc1O2 (stereo not given)	3	101	100	-6	105	2	99	0	101	98	4
COCCN(CCOC)C(=S)Nc1cc(S(=O)(=O)N(C)C)ccc1C	1	99	101	1	102	-5	103	-2	100	98	-2
O=Cc1nc(-c2ccc(Cl)cc2)n2ccccc12	-6	99	98	-4	100	-11	100	-6	97	98	-10
O=C(CCn1ccc2ccccc21)Nc1ccc(N2CCOCC2)cc1	-7	101	101	0	103	-11	102	-6	102	99	-11
Cc1ccc(SCc2nc3ccccc3n2CC(=O)Nc2c(C)cccc2C)cc1	-3	103	100	-3	101	0	94	-2	99	98	-2
CSc1nc2ccc3nc(NC(=O)c4cccs4)sc3c2s1	-12	95	96	-18	96	0	98	-3	96	98	-6
COc1ccc(/C=N/NC(=O)c2nonc2C)cc1	-9	98	101	1	101	-11	103	-4	100	100	-6
COC(=O)c1ccccc1N/C=C1\CCc2c(c(C)nn2-c2ccccn2)C1=O	6	101	102	37	101	50*	97	7	100	95	20
CCCOc1ccccc1C1CC(=O)NC(C)=C1C(=O)OCC(C)C (stereo not given)	3	105	105	-2	103	-1	104	-3	103	102	-2
COc1ccc(/C=C/C(=O)Nc2ccccc2C(=O)N2CCCC2)cc1	1	102	105	1	103	-1	102	1	103	100	0
COc1ccc(OC)c(NC(=O)Cc2coc3ccc4ccccc4c23)c1	-5	100	101	0	99	-6	101	-19	99	98	-9
CC(=O)NC1C(OCCOc2ccc(Cl)cc2Cl)OC(COC(C)=O)C(OC(C)=O)C1OC(C)=O (stereo not given)	1	98	100	0	100	-1	96	4	96	96	2
O=C(O)C1CCCN(S(=O)(=O)c2ccc(Br)s2)C1 (stereo not given)	-4	95	100	-4	101	-6	104	-4	99	96	-2

Some of the entries so far, with two lines to a compound.
Order of results: Bcl-B Bim block	Cdc42 wt	HRas wt GTP	Bim-Bcl-W	Rac1 wt modul	Bfl-1 Bim block	Rab7 wt modul	Bim-Bcl-XL	Rab2A wt mod	Rac1 mut GTP	Bcl-2 Bim block
> ON=C1CCN(c2ncc(C(F)(F)F)cc2Cl)CC1
  -2	96	99	0	98	-2	99	2	100	97	0
> O=P(OC1CCCCC1)(OC1CCCCC1)C(O)c1c(Cl)cccc1Cl (stereo not given)
  -10	103	102	1	106	-16	104	-7	102	102	-9

New compounds follow
SMILES	Bcl-B Bim block	Cdc42 wt	HRas wt GTP	Bim-Bcl-W	Rac1 wt modul	Bfl-1 Bim block	Rab7 wt modul	Bim-Bcl-XL	Rab2A wt mod	Rac1 mut GTP	Bcl-2 Bim block
Cc1ccc(N2C(=O)c3n[nH]c(C)c3C2c2ccccn2)cc1 (stereo not given)	-2	97	96	3	98	-11	91	-2	94	98	0
COc1ccc(S(=O)(=O)Nc2ccc(O)c(Sc3nc4ccccc4s3)c2)cc1	-13	100	99	3	102	9	101	-3	100	98	2
C=CC(C)Sc1nc2c(c(=O)n(C)c(=O)n2C)n1Cc1ccccc1Cl (stereo not given)	-2	100	102	-1	104	-12	102	-8	96	98	-7
CCn1nc2cc(C(=O)NCC34CC5CC(CC(C5)C3)C4)ccc2c1OC	-8	100	102	1	102	-9	101	-6	100	100	-9
COC(=O)c1ccc(COc2cccc(OC)c2)o1	0	94	93	1	99	1	91	4	94	92	-5
COc1cccc(N(C(=O)c2ccco2)C(C(=O)NC2CCCC2)c2cccnc2)c1 (stereo not given)	-5	99	97	-1	95	-12	94	-4	95	95	-8
COc1ccc(NC(=S)N2CCN(C(=O)c3ccco3)CC2)c(OC)c1	-1	96	96	-3	97	-1	99	-6	97	94	-3
O=C(/C=C/c1cccc([N+](=O)[O-])c1)Nc1cccc(NC(=O)c2ccco2)c1	-1	98	99	2	100	1	93	0	98	98	0
O=C(NCc1ccccc1)C1=C[C@@H](C2CC2)C[C@@H](OCc2ccc(CO)cc2)O1	-6	96	97	-3	99	-8	98	-2	97	95	-3
CCOC(=O)N1CCN(CC(=O)Nc2cccc(Br)c2)CC1	-8	95	95	0	88	-16	93	-8	94	91	-15
Cc1cc(N(C)C)c(C#N)c(NCc2ccccc2)n1	0	100	100	-1	101	2	103	0	100	98	0
CC(Nc1ccccc1)c1cc(Cl)ccc1O (stereo not given)	-45	102	101	-35	105	-31	99	-31	100	100	-40
CCC(=O)Nc1cc(C(F)(F)F)ccc1N1CCOCC1	1	104	103	1	105	6	97	0	105	101	-1
CC(C)[C@H](NC(=O)NCc1ccc(Cl)cc1)C(=O)O	-2	104	100	0	103	-2	101	-3	101	99	0
CCC(C)(C)n1nnnc1C(c1cccs1)N1CCc2ccccc21 (stereo not given)	-1	97	96	2	98	-8	93	-3	95	95	-8
O=C(CNC(=O)c1cccs1)NCC(=O)OCc1ccc(Cl)cc1Cl	-2	?	?	-2	?	-2	?	-2	?	?	-4
O=C(N/N=C/c1ccc([N+](=O)[O-])s1)c1ccccc1	-1	92	93	2	93	2	93	0	95	93	-1
S=c1[nH]nc(-c2cccc(Cl)c2)n1CCN1CCCCC1	-14	108	105	0	103	4	105	-1	108	105	0
O=C(NCCCN1CCCC1=O)c1ccc(Cl)c(NS(=O)(=O)c2ccc(F)cc2)c1	-5	100	102	1	103	-9	101	-6	101	99	-4
CCOC(=O)N/N=C(\C)c1ccccc1OC(F)F	-3	103	101	-4	107	-2	103	-2	103	99	0
C/C(=N\NC(=O)c1ccncc1)c1cc2ccccc2oc1=O	-1	99	98	-1	103	-13	97	-5	96	94	-5
CC(=O)NC(NC(=S)Nc1ccccc1Br)C(Cl)(Cl)Cl (stereo not given)	-4	102	105	0	103	0	104	-3	100	101	0
CCN1CCc2c(C#N)c(N3CCOCC3)nc(NCc3ccccc3)c2C1	0	103	103	-3	102	0	102	-3	102	99	-2
Cc1c(Br)cc(C(=O)N2CCCCCC2)c(C)c1C	-6	103	101	2	106	-10	97	11	98	99	-7
CN1CCN(c2ccc([N+](=O)[O-])cc2C(=O)c2ccccc2)CC1	0	101	99	-1	104	3	102	-2	100	99	0
Cc1cc(F)ccc1S(=O)(=O)Nc1ccccc1C(=O)NCc1ccccn1	-2	93	93	0	96	-2	102	-3	94	91	-1
Cn1c(SCC(=O)NC2CCCCC2)nnc1-c1cccc(N)c1	-15	94	90	-1	94	4	95	0	92	91	13
O=C(NC1CCCC1)C1CCN(S(=O)(=O)N2CCCCC2)CC1	-8	101	101	-7	101	-6	102	-10	99	101	-9
Nc1ccc(-c2nc3c(Cl)c(N)ccc3[nH]2)cc1	1	99	98	3	101	2	95	3	97	97	5
COc1cccc(NC(=O)Cc2cn(C)c3ccccc23)c1	0	97	95	0	99	2	92	0	96	96	-1
COc1ccc(-c2noc(CSc3nc(N)c(-c4ccccc4)c(=O)[nH]3)n2)cc1	-1	100	99	-3	99	-1	94	-5	99	97	-2
COc1ccc(-c2nc(CCl)cs2)cc1OC	-5	97	99	-1	102	-2	96	0	98	97	-1
O=C(NC1CCCCCC1)c1c(F)c(F)c(F)c(F)c1F	-9	101	97	-1	102	-10	98	-5	96	100	-5
Cc1cccc(C)c1NC(=O)C(NC(=O)c1ccccn1)c1ccc([N+](=O)[O-])cc1 (stereo not given)	-9	98	97	-1	97	-11	96	2	97	97	-9
